Screening results deposited in PubChem BioAssay by several laboratories.
Mdm2 ligase inh: Mdm2 E3 ligase (human) inhibition | Q00987 | cell-based MDM2 ubiquitination luciferase reporter, 2 h; 0 = plate control, 100 = twice control, blank-subtracted | signal enhancement, % at 5 µM | hit rate 0.11% among 210,000;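 active = signal enhancement of 30% or more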;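 note: luminescence tracks abundance of the self-degrading MDM2-luciferase fusion protein; higher signal means inhibition of MDM2 E3 ligase activity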
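Timing – 2 h compound exposure at 37 °C · Assay system – mammalian cells stably expressing self-ubiquitinating, self-degrading MDM2 E3–luciferase fusion · Amount – 2000 cells seeded into each well · Measure – % luminescence enhancement versus blank-corrected plate control mean · Measured by – SteadyLite luminescence, 15 min reagent step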
Runt-CBFb FRET: inhibitors of human RUNX1 Runt domain binding to CBFb; Cerulean-Runt/Venus-CBFb FRET ratio 530/480, 1 h; Q01196+Q13951; hit rate 0.46% among 220,000; inhibition, % at 20 µM;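 active = inhibition over about 50% at 20 µM in the single-dose screen, limit read from the data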;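 note: 0% = DMSO wells and 100% = excess unlabeled CBFb competitor control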
Target sequence (Q01196 whole entry, looked up, the tested form may be a part): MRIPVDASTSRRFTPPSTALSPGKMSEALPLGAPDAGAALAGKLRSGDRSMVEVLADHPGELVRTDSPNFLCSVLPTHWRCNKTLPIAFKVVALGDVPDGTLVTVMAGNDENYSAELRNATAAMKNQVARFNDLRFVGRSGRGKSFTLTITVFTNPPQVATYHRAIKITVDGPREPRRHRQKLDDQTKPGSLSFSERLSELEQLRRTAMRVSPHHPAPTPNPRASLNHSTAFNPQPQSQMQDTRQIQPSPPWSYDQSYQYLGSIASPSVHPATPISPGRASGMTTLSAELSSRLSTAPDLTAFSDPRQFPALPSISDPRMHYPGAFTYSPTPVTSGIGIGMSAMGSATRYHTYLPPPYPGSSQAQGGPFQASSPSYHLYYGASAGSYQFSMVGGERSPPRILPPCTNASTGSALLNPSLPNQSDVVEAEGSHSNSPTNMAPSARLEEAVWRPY
Target sequence (Q13951 whole entry, looked up, the tested form may be a part): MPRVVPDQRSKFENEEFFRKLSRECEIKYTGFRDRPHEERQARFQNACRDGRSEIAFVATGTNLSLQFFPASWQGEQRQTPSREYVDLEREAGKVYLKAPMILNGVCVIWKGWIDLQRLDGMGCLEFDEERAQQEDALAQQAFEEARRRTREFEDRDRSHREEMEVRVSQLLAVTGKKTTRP
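System: Cerulean-labeled Runt domain protein | Quantity: 100 nM of each labeled protein | Schedule: 1 h compound exposure, room temperature | Detection: Fluorescence energy transfer, 422 nm excitation, 530/480 nm emission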
Runt-SMMHC FRET: blocks binding of human RUNX1 Runt domain to CBFb-SMMHC. Q01196+Q13951. inhibition, % at 20 µM. Cerulean-Runt/Venus-CBFb-SMMHC FRET ratio 530/480, 1 h. hit rate 0.74% among 220,000;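 active = mean inhibition across duplicate retests at 20 µM reaching about 50%, limit read from the data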;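 note: 0% = DMSO wells and 100% = wells with excess untagged CBFb-SMMHC; inhibitors lower the FRET ratio by blocking Runt binding to CBFb-SMMHC; some results filed as inactive read as strong as hits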
L929 necroptosis: L929 zVAD cell death inhibition; L929 zVAD necroptosis rescue, ATP luminescence, 24 h; with zVAD 60 µM; viability rescue, % at 10 µM; hit rate 0.38% among 220,000;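 active = activation, scaled between plate controls, above about 75%, limit read from the data; inactive = activation under that limit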;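 note: 0% = zVAD with DMSO and 100% = DMSO alone without zVAD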
14-3-3 Bad inh: disrupts binding of bovine 14-3-3 zeta to phospho-Bad peptide; P63103; TR-FRET 14-3-3zeta/Dy647-pBad peptide displacement, 1 h; inhibition, % at 21.7 µM; hit rate 0.71% among 220,000;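 active = inhibition above about 70%, limit read from the data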;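 note: 0% = full 14-3-3 plus peptide FRET controls and 100% = background without 14-3-3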
NCF1 inh: blocks human p47phox regulatory protein of NADPH oxidases | p47phox/p22phox peptide binding, fluorescence polarization, 2 h | inhibition, % at 24.7 µM | hit rate 0.53% among 220,000 | AID 1274;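 active = inhibition above about 30%, limit read from the data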;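 note: 0% = p47phox with labelled peptide and 100% = labelled peptide alone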
Hck Nef HTS: human Hck-Nef kinase inhibition. P08631. Recombinant Hck-YEEI plus Nef, Z-Lyte FRET kinase assay. inhibition, % at 20 µM. hit rate 0.68% among 220,000. AID 463187;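 active = Hck-Nef kinase inhibition above about 50%, limit read from the data; inactive = inhibition below that limit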;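 note: 0% = DMSO with Hck plus Nef and 100% = Hck alone without Nef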
EBV gp42 block: EBV gp42 inhibition | Fluorescence polarization binding assay, mP read-out | inhibition, % (tested at 21.74 µM) | hit rate 0.42% among 220,000; in the data active = inhibition above about 50%
Target sequence (Q1HVG2 whole entry, looked up): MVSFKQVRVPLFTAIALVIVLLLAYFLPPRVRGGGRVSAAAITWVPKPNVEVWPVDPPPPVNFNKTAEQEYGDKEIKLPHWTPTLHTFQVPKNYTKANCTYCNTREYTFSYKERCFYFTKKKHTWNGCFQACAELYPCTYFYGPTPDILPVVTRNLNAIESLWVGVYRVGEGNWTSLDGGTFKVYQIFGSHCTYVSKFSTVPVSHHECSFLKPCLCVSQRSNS
Tb hexokinase: blocks Trypanosoma brucei hexokinase 1 activity; recombinant TbHK1, G6PDH-coupled NADH A340; inhibition, % at 10 µM; hit rate 0.11% among 220,000; AID 1430;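 active = inhibition of 50% or more in the single-dose primary screen; inactive = inhibition below 50%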
* marks the source's active call; other numbers are inactive results; x = no result given; [ ] = remark or other dose. Not a hit list (roughly 3.2% active in at least one column).

| canonical_smiles | Mdm2 ligase inh | Runt-CBFb FRET | Runt-SMMHC FRET | L929 necroptosis | 14-3-3 Bad inh | NCF1 inh | Hck Nef HTS | EBV gp42 block | Tb hexokinase |
| --- | --- | --- | --- | --- | --- | --- | --- | --- | --- |
| CCCOc1ccc(C2c3c(oc4cc(C)c(C)cc4c3=O)C(=O)N2CCCN(C)C)cc1OCC (centres undefined) | x | 0 | -4 | x | -5 | 0 | -1 | 0 | -7 |
| CCN1C(=O)/C(=C2/C=Cc3ccccc3N2CC)SC1=S | -20 | -6 | 0 | 1.8 | -2 | -12 | -23 | -24 | -6 |
| CC(C)C(C(=O)Nc1ccc2c(c1)OCO2)N1C(=O)c2ccccc2C1=O (centres undefined) | -10 | -1 | -7 | -0.3 | -11[fluorescence artefact?] | -2 | 1 | -7 | 0 |
| C=CCn1c(SCC(=O)Nc2nc(C)cs2)nnc1C(CO)NC(=O)c1ccccc1 (centres undefined) | -3 | 1 | 3 | x | -9 | -35 | 1 | -6 | 2 |
| Cc1ccc(NC(=O)C2CCN(S(C)(=O)=O)CC2)cc1 | -8 | x | -1 | 0.1 | -4 | -4 | -1 | -8 | 3 |
| COc1ccc(Cl)cc1NC(=O)CN1CCC(n2nnc3cc(C)ccc32)CC1 | -13 | -2 | 2 | -0.4 | 12 | -4 | -1 | -6 | -8 |
| COc1cc(OC)c(NC(=O)C(=O)CC(=O)c2ccc(C)cc2C)cc1Cl | 9 | 4 | -3 | 0.8 | 7 | -4 | -11 | 4 | -1 |
| Cc1nn(-c2ccccc2)nc1C(=O)NNC(=O)c1cccc2ccccc12 | -10 | 0 | -3 | -0.3 | -1 | -11 | 5 | -1 | 2 |
| Cc1cccc(CSc2nnc(N)n2-c2ccccc2)c1 | 3 | -2 | 5 | -0.9 | -3 | 4 | 8 | -16 | 8 |
| CC1CCCCN1CC(=O)Nc1sc2c(c1C#N)CCC2 (centres undefined) | -68 | 0 | -4 | -0.1 | -9 | -13 | 4 | -6 | -25 |
| O=C(Nc1nccs1)C(F)(F)C(F)(F)C(F)(F)C(=O)Nc1nccs1 | x | 0 | 0 | 0.6 | -4 | -14 | 31 | -12 | -7 |
| Cc1c(NC(=O)C2CCCN2S(=O)(=O)c2ccccc2)c(=O)n(-c2ccccc2)n1C (centres undefined) | -9 | -2 | 3 | -0.5 | 6 | -4 | -1 | 5 | 9 |
| COC(=O)c1ccc(C)c(NC(=O)CCSc2ccccc2)c1 | -8 | -1 | -8 | 0.1 | 10 | 0 | -1 | -10 | 0 |
| O=c1c2nnn(-c3ccccc3)c2ncn1C/C=C/c1ccccc1 | -5 | 1 | -2 | 1.4 | -1 | -10 | 9 | -11 | -6 |
| CCN(CC)c1ccc(/C=N/N(c2ccccc2)c2ccccc2)c(O)c1 | -11 | 3 | 5 | -0.1 | 3 | -34 | 3 | 2 | -17 |
| CS(=O)(=O)N1CCC(C(=O)Nc2cccc(Cl)c2)CC1 | -8 | 3 | 3 | 3.8 | -16 | -12 | 17 | -4 | 0 |
| NC(=O)CC(NC(=O)c1ccccc1)c1ccc(NC2CCCCC2)c([N+](=O)[O-])c1 (centres undefined) | -4 | -6 | -5 | -0.2 | 0 | 1 | 28 | -22 | -15 |
| Cc1sc2c3ccsc3ccc2[n+]1C | -4 | x | 16 | 0.1 | 2 | 0 | 9 | -15 | 0 |
| O=C(N/N=C/c1ccc2c(c1)OCO2)C(O)c1ccccc1 (centres undefined) | 1 | 2 | -4 | 1.0 | 4[fluorescence artefact?] | -6 | 3 | -22 | -8 |
| CC(C)c1ccc(/C=N\NC(=O)c2ccc(Cn3cccn3)o2)cc1 | -4 | -4 | -2 | 2.2 | 16[fluorescence artefact?] | 3 | 6 | -17 | -22 |
| Cc1ccc2nc3ccc(N4CCCCCCC4)nn3c(=O)c2c1 | -9 | -3 | 0 | 87* | 7[fluorescence artefact?] | -9 | 2 | -11 | -23 |
| COCCN(C(=S)Nc1ccc(C)c(C)c1)C(C)c1ccco1 (centres undefined) | -8 | 0 | 1 | 0.1 | -11 | -8 | 19 | -9 | -2 |
| Nc1ccc(S(=O)(=O)Nc2ccc(S(N)(=O)=O)cc2)cc1 | -8 | 1 | 0 | 0.5 | -9 | -2 | 0 | -12 | 6 |
| CN(C)S(=O)(=O)c1cc(NC(=O)COC(=O)C2CSC3(C)CCC(=O)N23)ccc1Cl (centres undefined) | -12 | 2 | 0 | 0.7 | 3 | -10 | 3 | 0 | 0 |
| CCOC(=O)c1cc(NC(=O)C2CCCO2)cc(C(=O)OCC)c1 (centres undefined) | -9 | 1 | 3 | 0.2 | -1 | -10 | 6 | -6 | -2 |
| Cc1cccc(OCC(=O)N2CCN(C(=O)c3ccco3)CC2)c1 | x | 0 | 2 | -0.7 | -4 | -7 | 0 | 8 | 7 |
| COc1ccc(S(=O)(=O)N2CCOCC2)cc1NC(=O)Cc1ccccc1Cl | -10 | 0 | 1 | -0.1 | 1[fluorescence artefact?] | -14 | 2 | -2 | -1 |
| C#Cc1ccc([C@@H]2C=C(C(=O)OCC=C)O[C@H](OCC)[C@H]2CCCO)cc1 | x | -7 | -9 | 0.2 | 5 | x | 6 | -20 | -9 |
| CCCCc1c(O)nc(SCCN(C)C)n(-c2ccccc2)c1=O | -10 | -1 | 2 | -0.4 | 15[fluorescence artefact?] | 0 | 0 | -10 | 2 |
| CC(C)(C)c1nnc(NC(=O)c2cc(-c3ccccc3)nc3ccccc23)s1 | 11 | 11 | 13 | -0.2 | 9 | -10 | -1 | -2 | -18 |
| COc1ccccc1S(=O)(=O)Cc1ccc(C(=O)NCc2cccs2)o1 | -30 | 2 | 0 | -0.4 | -6[fluorescence artefact?] | 2 | 2 | -6 | -1 |
| CC(O)c1n(C)c(Cl)c[n+]1C (centres undefined) | -18 | -20 | 2 | -0.1 | 16[fluorescence artefact?] | -11 | 10 | -77 | -3 |
| COC(=O)c1c(C)[nH]c(/C=N/Nc2ccccc2)c1C | -9 | -1 | -2 | -0.5 | -3 | -9 | 21 | -9 | -18 |
| CN1CCCC(OC(=O)CCCC(=O)OC2CCCN(C)C2)C1 (centres undefined) | -24 | 2 | 0 | 1.4 | 19 | 1 | 0 | 9 | 0 |
| CCCNC(=O)NC(=O)CN1C(=O)NC(C)(c2ccc(C)cc2)C1=O (centres undefined) | -11 | 1 | 4 | 0.0 | 10 | -10 | 0 | -18 | -1 |
| CCc1cc2c(=O)n(N)c(CCC(=O)O)nc2s1 | 9 | -1 | -5 | -0.1 | 6 | 1 | 1 | -18 | 1 |
| COc1ccc(-n2c(C)nc3c(cnn3-c3ccccc3)c2=O)cc1 | x | -3 | -1 | 1.9 | 11[fluorescence artefact?] | 9 | 1 | -6 | -2 |
| Cc1ccc2ncnc(Nc3ccccc3)c2c1 | -15 | 1 | 2 | -0.4 | -6 | -12 | 32 | -1 | -19 |
| COc1ccc(N(CC(=O)N2CCc3ccccc3C2)S(=O)(=O)c2ccccc2)cc1 | -8 | 0 | 0 | -0.1 | -2 | 10 | 21 | 7 | -4 |
| COc1ccccc1C1CCN(c2ccc([N+](=O)[O-])c(OC)c2)CC1 | 2 | 0 | -4 | 0.2 | -7 | -4 | -11 | -6 | -6 |
| COc1ccccc1N/C=C(\C#N)c1nc2ccccc2[nH]1 | -9 | 1 | 3 | 4.7 | 4 | -28 | 15 | -22 | -5 |
| Cc1csc(SCC(=O)Nc2cc(S(=O)(=O)N3CCOCC3)ccc2N2CCOCC2)n1 | x | 0 | 1 | -0.5 | -1 | -7 | 16 | -13 | 4 |
| Cc1ccc(S(=O)(=O)NC(C)(C)CN2CCC(Cc3ccccc3)CC2)cc1 | 8 | 1 | -2 | -0.4 | 30 | -13 | 4 | -6 | 6 |
| CCn1cc(/C=N/NC(=O)c2cc3c(ccc4ccccc43)o2)c2ccccc21 | -9 | -46 | -100 | 0.2 | -8 | -10 | 4 | -7 | -28 |
| Cc1c(NC(=O)c2cccc(NS(C)(=O)=O)c2)c(=O)n(-c2ccccc2)n1C | 4 | -2 | 2 | 0.6 | -7 | -8 | 17 | -13 | -8 |

2 records picked at random from the list so far, as already listed:
| canonical_smiles | Mdm2 ligase inh | Runt-CBFb FRET | Runt-SMMHC FRET | L929 necroptosis | 14-3-3 Bad inh | NCF1 inh | Hck Nef HTS | EBV gp42 block | Tb hexokinase |
| --- | --- | --- | --- | --- | --- | --- | --- | --- | --- |
| Cc1cccc(OCC(=O)N2CCN(C(=O)c3ccco3)CC2)c1 | x | 0 | 2 | -0.7 | -4 | -7 | 0 | 8 | 7 |
| COC(=O)c1c(C)[nH]c(/C=N/Nc2ccccc2)c1C | -9 | -1 | -2 | -0.5 | -3 | -9 | 21 | -9 | -18 |

The list goes on:
| canonical_smiles | Mdm2 ligase inh | Runt-CBFb FRET | Runt-SMMHC FRET | L929 necroptosis | 14-3-3 Bad inh | NCF1 inh | Hck Nef HTS | EBV gp42 block | Tb hexokinase |
| --- | --- | --- | --- | --- | --- | --- | --- | --- | --- |
| NC(=O)c1cc(-c2ccncc2)nc2ccc(Cl)cc12 | -12 | 1 | -10 | 40 | -8 | -6 | 18 | -15 | -6 |
| COc1ccc(OC)c(NC(=O)Nc2nnc(N3CCC(C)CC3)s2)c1 | x | 1 | 0 | x | 2 | -5 | -4 | 2 | 3 |
| COc1ccc(Nc2nc3c(c(=O)n(C)c(=O)n3C)n2CCO)cc1 | -14 | -4 | -15 | -1.1 | -10 | -12 | 5 | -1 | -2 |
| Nn1c(SCC(=O)Nc2ccc3c(c2)OCO3)nnc1C(F)(F)F | -3 | 0 | -2 | 0.3 | -7 | -11 | 18 | -10 | 2 |
| COc1cc(CNc2ncnc3c2[nH]c2ccc(C)cc23)cc(OC)c1 | -4 | -8 | -4 | 0.6 | 5 | -27 | 19 | -4 | -15 |
| Cn1c(SCC(=O)c2ccccc2F)nnc1C1CC1 | -11 | 2 | 2 | -0.1 | 16 | 4 | 1 | 18 | -3 |
| CCC1=NC(c2ccc(OC)cc2OC)N(O)C1(C)C (centres undefined) | 4 | 3 | 1 | -0.2 | -1 | -10 | 1 | -21 | -23 |
| COc1ccc(N/N=C(/C(N)=O)C2=NC(C)(C)Cc3ccccc32)cc1 | -5 | -5 | -5 | 76* | -19[fluorescence artefact?] | -7 | 54* | -4 | -12 |
| CC(=NC1CCN(Cc2ccccc2)CC1)c1c(O)[nH]c(=O)[nH]c1=O | -13 | 2 | -1 | -0.2 | -12[fluorescence artefact?] | -19 | 1 | -11 | -3 |
| CCN(CC)C(=O)/C(=C\c1ccc(Br)cc1)NC(=O)c1ccccc1OC | 16 | -2 | 3 | 0.2 | 3 | 3 | 1 | 61* | -3 |
| O=C(NCc1cccs1)c1cccc(S(=O)(=O)N2CCCCC2)c1 | 1 | -1 | 2 | 1.0 | 2[fluorescence artefact?] | -2 | -1 | -16 | -8 |
| CN(C)C(=O)/C(=C/c1cn(-c2ccccc2)nc1-c1cccc([N+](=O)[O-])c1)NC(=O)c1ccccc1 | -6 | -10 | 2 | 0.7 | 7[fluorescence artefact?] | -4 | 0 | 30 | -5 |
| Cc1cc(N2CCN(Cc3nc(-c4ccc(F)cc4)oc3C)CC2)cc(C)n1 | -13 | 1 | 2 | 0.0 | -14 | 7 | 6 | 0 | 4 |
| CC(C)(C)CC(=O)NC(=S)Nc1ccccc1C(F)(F)F | -2 | -2 | 4 | 0.0 | -7 | -18 | -1 | 1 | 1 |
| CCOC(=O)c1sc(NC(=O)COc2ncnc3ccccc23)c(C(=O)OCC)c1C | -4 | -5 | 0 | 1.1 | 0 | -2 | 5 | -1 | -7 |
